# Screens from PubChem BioAssay.
# NALP1 yeast inh – inhibitors of NALP1 inflammasome in yeast; inhibition, % at 10 µM; S. cerevisiae NALP1/ASC/caspase-1 growth, X-gal OD620, 72 h; hit rate 0.61% among 280,000; in the data active = inhibition mostly above about 24%, no sharp cut-off; inactive = mostly below about 32%; note: some compounds called inactive have numbers as strong as hits
# OXTR ag – agonists of human oxytocin receptor. P30559. CHO-OTR cells, Fluo-8 calcium fluorescence; normalized: DMSO 0%, oxytocin 100%. activation, % at 3 µM. hit rate 0.32% among 320,000;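 active = activation above the mean of all tested compounds plus 3 SD, cutoff set per screening run, cut at about 20% in these data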;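 note: peak over basal fluorescence ratio from a 100 s FLIPR kinetic read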
# Target sequence (P30559 whole entry, looked up): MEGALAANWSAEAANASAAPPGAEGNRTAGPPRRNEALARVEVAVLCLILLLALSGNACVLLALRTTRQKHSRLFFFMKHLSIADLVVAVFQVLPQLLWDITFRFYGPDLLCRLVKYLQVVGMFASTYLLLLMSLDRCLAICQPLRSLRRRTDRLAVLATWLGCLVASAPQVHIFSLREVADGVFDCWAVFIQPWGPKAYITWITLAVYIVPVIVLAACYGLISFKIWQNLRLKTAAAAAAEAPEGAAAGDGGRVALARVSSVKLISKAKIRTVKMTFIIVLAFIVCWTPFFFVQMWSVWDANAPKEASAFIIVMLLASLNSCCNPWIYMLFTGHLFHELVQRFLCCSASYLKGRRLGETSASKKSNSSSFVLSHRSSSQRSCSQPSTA
# MEKK2 mut-MEK5 – signal of MEK5 binding to mutant human MEKK2 PB1 domain; percent response, % at 10 µM; bead flow cytometry, Alexa488-MEK5 binding to MEKK2 mutant; AID 1530; hit rate 0.35% among 290,000; in the data active = percent response above about 24%, passing the limit was not always enough; note: inactives centre near 1; some results filed as inactive read as strong as hits; reference of the scale not given here
# V1R ag counter – V1a receptor agonism, counter-screen for OXTR agonists; activation, % at 3 µM; CHO-V1R cells, Fluo-8 calcium fluorescence, agonist mode; 0% DMSO, 100% 3 nM vasopressin; hit rate 0.25% among 320,000; P37288;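 active = activation above the mean activation of all tested compounds plus 3 SD, per screening run, cut at about 20% in these data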;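 note: signal is peak over basal fluorescence ratio across a 100 second FLIPR read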
# Target sequence (P37288 whole entry, looked up): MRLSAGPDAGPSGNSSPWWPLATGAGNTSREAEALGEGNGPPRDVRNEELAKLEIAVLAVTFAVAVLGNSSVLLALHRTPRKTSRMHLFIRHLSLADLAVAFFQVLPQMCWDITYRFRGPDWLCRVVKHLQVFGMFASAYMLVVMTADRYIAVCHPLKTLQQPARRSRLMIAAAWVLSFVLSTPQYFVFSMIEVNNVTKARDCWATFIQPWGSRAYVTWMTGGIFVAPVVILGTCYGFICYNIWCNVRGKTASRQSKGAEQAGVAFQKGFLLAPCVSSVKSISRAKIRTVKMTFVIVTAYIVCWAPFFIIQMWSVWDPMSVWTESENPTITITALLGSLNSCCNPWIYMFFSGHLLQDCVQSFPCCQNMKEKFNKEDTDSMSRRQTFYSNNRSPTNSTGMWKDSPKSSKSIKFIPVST
# MEKK3 PB1 HTS – raises or lowers MEK5 binding to the human MEKK3 PB1 domain | bead-based flow cytometry, Alexa488-MEK5 binding to MEKK3; actives lie on both sides; 0 = blocked by unlabeled MEK5, 100 = vehicle | hit rate 1.4% among 290,000 | binding response (% of control), % at 10 µM | AID 1529;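 active = binding response more than 3 SD above or below the average of its plate-row segment, actives on both sides; inconclusive = wells at one plate position flagged as instrument error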;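 note: Alexa488 bead fluorescence after subtracting the streptavidin-only scavenger bead signal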
# PHOSPHO1 block – PHOSPHO1 (human) inhibition. Q8TCT1. recombinant PHOSPHO1, absorbance phosphatase assay. inhibition, % at 13.3 µM. hit rate 1.1% among 290,000. AID 1565; in the data active = inhibition above about 60%
# Target sequence (Q8TCT1 whole entry, looked up): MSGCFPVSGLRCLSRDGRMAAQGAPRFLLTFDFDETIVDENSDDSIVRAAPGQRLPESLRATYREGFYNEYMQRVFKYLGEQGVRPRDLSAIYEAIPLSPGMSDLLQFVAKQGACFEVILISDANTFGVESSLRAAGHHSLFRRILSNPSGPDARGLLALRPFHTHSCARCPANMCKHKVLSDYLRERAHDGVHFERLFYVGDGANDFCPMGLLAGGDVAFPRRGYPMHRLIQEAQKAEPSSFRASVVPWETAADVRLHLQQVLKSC
# MEKK2wt PB1 HTS – raises or lowers MEK5 binding to wildtype human MEKK2 PB1 domain; Q9Y2U5; bead flow cytometry, Alexa488-MEK5 binding to MEKK2 WT; actives lie on both sides; binding response (% of control), % at 10 µM; hit rate 1.1% among 290,000; AID 1531; in the data active = binding response below about 67% or above about 130%; inconclusive = no clear call, values can overlap the other calls; inactive = in between
# GalR3 antagonist – blocks the human galanin receptor 3; hit rate 0.44% among 360,000; inhibition, % at 3 µM; O60755; HEK293 GalR3-CNG cAMP membrane potential fluorescence; galR3 body fused to GalR1 C-terminus;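 active = inhibition above the screen-wide average plus 3 SD, cut at about 13% in these data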;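 note: forskolin and galanin both at EC90 stimulate the cells; cAMP rise reported by CNG channel membrane potential dye signal; 0% = forskolin plus galanin with DMSO and 100% = forskolin alone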
# GPR7 antag – human neuropeptides B/W receptor 1 antagonism; inhibition, % at 4.4 µM; AID 1861; hit rate 1.1% among 290,000; GPR7-expressing cells, fluorescence antagonist assay; in the data active = inhibition above about 16%, passing the limit was not always enough;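 note: cells stimulated with the agonist NPW; 0% = agonist with vehicle and 100% = vehicle without agonist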
# Numbers without * were called inactive; ? = inconclusive; . = no result given; & = joins results of further samples.
SMILES,NALP1 yeast inh,OXTR ag,MEKK2 mut-MEK5,V1R ag counter,MEKK3 PB1 HTS,PHOSPHO1 block,MEKK2wt PB1 HTS,GalR3 antagonist,GPR7 antag
O=C(CCCOc1ccccc1)NC(=S)Nc1ccccc1,12.2,-2.4,-7.0,-1.4,108.0,27.9,101.0,-5.6,7.0
Cc1ccc(NC(=S)NC2CCCCC2)cc1S(=O)(=O)N(C)C,-27.0,-0.4,-16.0,6.0,60.0,20.5,64.0,-4.1,-5.6
Cc1ccc(-c2nnn(CC(=O)N3CCN(c4ccccc4)CC3)n2)o1,7.5,1.2,5.0,1.7,106.0,15.2,106.0,-4.7,-10.7
CN(CC1COCCO1)C(=O)c1cc(COc2c(F)cccc2F)on1 (configuration not stated),14.2,-0.1,2.0,0.8,104.0,2.5,102.0,1.1,9.4
Cn1c(CSc2nc3ccccc3s2)nnc1SCC(=O)NCc1cccnc1,.,-0.1,0.0,-0.1,115.0,.,103.0,-1.7,-14.0
CCC(=O)N1CCN(c2ccccc2NC(=O)COc2cccc(C)c2)CC1,12.2,-1.8,3.0,-1.3,97.0,-6.1,98.0,-4.0,12.6
COc1ccc(N(CC(=O)NC2CCCC2)C(=O)CCC(=O)Nc2cc(C)on2)cc1OC,-1.4,0.2,6.0,1.2,101.0,43.0,104.0,-8.2,-7.9
COc1ccccc1NC(=O)Nc1cccc(C)n1,21.9,.,13.0,.,110.0,14.9,112.0,-5.4,-14.7
Cc1nc(N)nc(N)c1/C=C/C(C)(C)c1ccc(Cl)cc1,28.7,.,11.0,.,101.0,38.5,132.0,-10.7,6.0
O=C(NCc1ccco1)/C(=C\c1ccco1)NC(=O)c1cccs1,21.7,0.7,1.0,0.2,109.0,30.4,99.0,-5.0,2.9
O=C(CN1C(=O)NC2(CCCCCCC2)C1=O)N1CCOCC1,-1.7,0.2,-41.0,0.7,?,-4.1,?,.,-3.7
COc1ccc(OC)c(-n2c(-c3cnccn3)n[nH]c2=S)c1,-1.5,0.3,-2.0,1.1,100.0,84.3*,101.0,-3.9,7.3
Cc1ccc2cc(CN(CCCO)S(=O)(=O)c3cccc4nsnc34)c(=O)[nH]c2c1,-3.0,-1.2,-12.0,-0.3,94.0,22.6,90.0,-6.2,8.8
CC1=NOC2(C1)N(C)c1ccccc1C2(C)C (configuration not stated),29.2,0.3,-5.0,-0.1,95.0,14.4,98.0,-5.4,-0.8
CC(=O)Nc1nc(SCc2cccc3ccccc23)n[nH]1,30.5,0.6,-1.0,0.6,101.0,17.6,96.0,-3.6,-0.3
Cc1ccccc1N/C(=N/S(=O)(=O)c1ccccc1)c1ccc(F)cc1,4.9,0.1,7.0,-1.8,100.0,7.8,99.0,0.5,-14.5
CC(=O)N1CCN(c2nc3ccc([N+](=O)[O-])cc3s2)CC1,-3.8,3.2,5.0,3.1,98.0,22.2,98.0,-7.0,-0.9
CCN(CCNCC(O)COCc1ccc(Cl)cc1)c1cccc(C)c1 (configuration not stated),7.2,10.2,20.0,8.5,112.0,6.6,159.0*,-9.8,8.2
CCc1c(C)nc2ccc(Br)cc2c1Cl,1.7,0.5,6.0,0.7,102.0,-10.9,110.0,-3.1,-9.2
O=C(c1ccccc1)c1cncc(Br)c1,.,-1.5,5.0,0.3,102.0,-0.5,104.0,-4.6,-7.9
C/C(=N\NC(=O)c1c(Cl)cnn1C)c1cccnc1,-8.5,.,-4.0,.,101.0,.,97.0,-2.8,-7.1
O=C(O)CCCN1C(=O)/C(=C/c2cn(-c3ccccc3)nc2-c2cccs2)SC1=S,2.9,.,-2.0,.,125.0,72.1*,103.0,-6.2,-11.0
CC(=O)NC(Cc1ccccc1F)C(=O)NC1CCN(C(=O)c2cnccn2)CC1 (configuration not stated),32.5,1.1,5.0,1.3,101.0,-6.0,106.0,-5.4,-4.0
CN1C(=O)/C(=C/C=C2\SCCN2C)SC1=S,24.3,.,-2.0,.,89.0,3.0,89.0,.,-22.8
Cc1ccc(N2N=C(C(=O)O)CCC2=O)cc1Cl,4.0,-0.4,10.0,0.0,104.0,32.6,107.0,1.4,2.4
COc1ccc(-c2csc(NC(C)c3nc4cc(C(=O)NCCCO)ccc4n3Cc3ccc(C)cc3)n2)cc1 (configuration not stated),.,0.1,3.0,0.1,106.0,.,110.0,-4.1,.
Cc1cc(NC(=O)CSc2ccc(-c3ccc(F)cc3)nn2)no1,6.9,-1.9,-11.0,-0.8,103.0,-31.1,95.0,0.8,-10.5
CC(C)CCN1C(=O)c2ccc(C(=O)Nc3c[nH]c(=O)[nH]c3=O)cc2C1=O,12.2,-0.3,1.0,0.1,100.0,0.6,98.0,-1.6,-10.1
O=C(c1ccco1)N1CCN(S(=O)(=O)c2ccc(C3CCCCC3)cc2)CC1,.,2.9,2.0,5.5,108.0,-10.7,103.0,-3.6,-11.1
O=C(Nc1ccc(S(=O)(=O)Nc2nccs2)cc1)c1cc(-c2ccccn2)nc2ccccc12,-2.0,-0.3,1.0,0.6,98.0,21.5,100.0,-0.9,-11.5
COC(=O)c1ccc(CSc2cc(C)c3cc(C)cc(C)c3n2)o1,-10.9,1.2,-1.0,1.8,107.0,3.2,101.0,-5.0,-10.9
COc1ccc(NS(=O)(=O)c2cc(NC(=O)c3ccc(C)o3)ccc2N2CCCCC2)cc1,13.0,0.3,-1.0,0.8,100.0,-18.2,107.0,-1.1,0.3
CCOCCc1nn2c(=O)cc(CSCC(=O)Nc3cccc(C)c3C)nc2s1,20.4,0.1,-9.0,0.6,85.0,34.1,94.0,-7.1,-3.6
O=C1c2c(O)cc(O)cc2O[C@H](c2ccc(O)c(O)c2)[C@@H]1O,-9.1,-0.5,5.0&0.0,0.5,107.0&100.0,15.8,110.0&98.0,.,3.3
Cc1cccc[n+]1CC(=O)Nc1ccccc1,-0.9,-0.6,13.0,-0.5,106.0,24.7,106.0,-8.9,-11.7
Cc1csc(NC(=O)C2CCN(S(=O)(=O)c3ccc4c(c3)oc(=O)n4C)CC2)n1,-51.3,-1.5,-4.0,3.7,99.0,0.3,101.0,-0.9,-5.4
CN(Cc1ccnc2ccccc12)C(=O)C1CCC(=O)N(Cc2ccccc2F)C1 (configuration not stated),21.3,0.4,5.0,2.6,99.0,22.2,103.0,-2.7,-14.1
Cc1cccc(-n2ccnc2SCC(=O)Nc2cc(C)on2)c1,.,-1.1,-4.0,-0.6,90.0,-0.5,97.0,1.9,7.9
c1ccc(C2=Nn3c(Cn4nnc5ccccc54)nnc3SC2)cc1,-29.1,-0.9,-1.0,0.6,100.0,33.1,99.0,1.0,-0.9
COc1cccc(CN2CCN(Cc3ccc4c(c3)OCCO4)CC2CCO)c1 (configuration not stated),-2.8,0.9,-4.0,0.8,99.0,-3.1,102.0,0.7,-4.2
CC(=O)NC(c1ccc(Cl)cc1Cl)c1ccc2cccnc2c1O (configuration not stated),13.0,.,2.0,.,104.0,-11.0,107.0,-6.4,-10.2
S=C(Nc1ccc(Br)cc1)NC1CCN(Cc2ccccc2)CC1,20.6,14.1,10.0,12.6,101.0,-24.4,122.0,-0.5,10.4
CCOC(=O)c1sc2nc(SCC#N)n(CCCN3CCCC3=O)c(=O)c2c1C,.,1.3,4.0,1.1,104.0,19.9,107.0,1.5,1.2
Cc1c(NC(=O)CN2C(=O)NC(C)(c3ccccc3)C2=O)c(=O)n(-c2ccccc2)n1C (configuration not stated),20.6,0.5,0.0,0.4,140.0*,-5.2,103.0,-0.9,-7.3
CCN1CCN(C(=O)CCN2C(=O)COc3ccc(C)cc32)CC1,13.2,0.8,-5.0,-0.1,94.0,21.5,97.0,-1.9,-17.3

# Some entries already given, showing only GPR7 antag and MEKK3 PB1 HTS.
SMILES	GPR7 antag	MEKK3 PB1 HTS
c1ccc(C2=Nn3c(Cn4nnc5ccccc54)nnc3SC2)cc1	-0.9	100.0
CC(=O)N1CCN(c2nc3ccc([N+](=O)[O-])cc3s2)CC1	-0.9	98.0
CCc1c(C)nc2ccc(Br)cc2c1Cl	-9.2	102.0
O=C(CCCOc1ccccc1)NC(=S)Nc1ccccc1	7.0	108.0

# (more compounds)
SMILES,NALP1 yeast inh,OXTR ag,MEKK2 mut-MEK5,V1R ag counter,MEKK3 PB1 HTS,PHOSPHO1 block,MEKK2wt PB1 HTS,GalR3 antagonist,GPR7 antag
Cc1cc(SCC(=O)N(C)C2CCS(=O)(=O)C2)nc2c(C)cccc12 (configuration not stated),-17.9,-0.4,-5.0,-0.6,99.0,42.4,93.0,-6.7,-0.4
Nc1ccccc1C(=O)N/N=C1/C2CN3CCN(C2)CC1(Cc1ccccc1)C3,1.8,0.2,4.0,0.7,99.0,4.4,102.0,-3.1,1.4
CCO[C@@H]1OC(C(=O)N2CCCCCCC2)=C[C@H](C2CCCCC2)[C@H]1CCCO,1.8,-2.5,2.0,-0.9,105.0,31.7,105.0,-0.2,-2.5
O=C(c1cc(-c2cccc(Cl)c2)on1)N1CCN(c2ccc(F)cc2)CC1,9.7,0.3,0.0,0.7,104.0,16.0,101.0,-8.6,-10.6
COc1ccc(S(=O)(=O)N2CCC(=O)N2)cc1,6.3,1.2,2.0,2.4,100.0,17.6,101.0,-1.9,2.4
N#CC1=C(N)NC(=S)C(C(N)=O)C1c1ccc(Cl)cc1Cl (configuration not stated),13.2,0.0,0.0,0.8,102.0,24.7,100.0,-6.5,-7.1
CCn1c(SCC(=O)Nc2ccc(-c3nc4ccc(C)cc4s3)cc2)nnc1-c1ccccc1,34.2,0.1,-2.0,0.0,92.0,4.7,94.0,.,-4.0
COC(=O)C(N)Cc1ccc(O)cc1 (configuration not stated),3.5,-0.1,3.0,1.0,108.0,-4.4,106.0,-1.8,-2.3
CCOC(=O)c1ccc(NC(c2ccc(N(C)C)cc2)P(=O)(OC(C)C)OC(C)C)cc1 (configuration not stated),27.6,-1.2,-3.0,-0.4,101.0,32.1,100.0,-0.8,-0.4
C/C(=N/NC(=O)CNC(=O)c1ccccc1F)c1ccc2c(c1)CCCC2,6.6,-1.7,-1.0,-0.4,102.0,-7.8,98.0,-4.3,-2.6
CC(=O)c1cnc(-c2ccccc2)s1,-15.7,.,-8.0,.,95.0,24.4,90.0,6.8,9.0
Cc1ccc(Cn2c(SCC(=O)N/N=C/c3ccccc3OCC(=O)O)nc3ccccc32)cc1,.,-0.3,-1.0,1.4,102.0,3.3,92.0,1.8,5.7
Cc1ccc(C(=O)CSc2nc(O)cc(=O)[nH]2)cc1C,-5.4,-0.5,13.0,0.5,107.0,49.6,108.0,-3.9,-13.8
Cc1cc(C)c2c(=O)[nH]c(SCC(=O)N3CCCCC3)nc2n1,-5.1,1.3,4.0,0.6,107.0,9.6,104.0,-1.7,4.9
CCCc1nc2c(sc3nc4c(cc32)COC(C)(C)C4)c(=O)o1,1.5,-0.3,-2.0,-0.1,101.0,7.7,94.0,-2.8,-15.2
CC1(C)CC(=O)C2=C(C1)OC(N)=C(C#N)C21C(=O)N2CCCc3cccc1c32 (configuration not stated),22.4,0.3,1.0,-0.6,102.0,-23.9,101.0,-4.2,-5.4
O=C(Nc1ccncc1)Nc1ccc(F)cc1,15.6,.,2.0,.,99.0,22.6,99.0,-4.2,-4.5
CC(C)Cc1nc(SCC(=O)N2CCCCC2)c2c(=O)n(C)c(=O)n(C)c2n1,15.6,-2.1,3.0,-1.1,103.0,22.6,105.0,-5.9,-0.9
